GSK3A inh = blocks human GSK-3 alpha kinase; 320,000 tested, 0.1% active; P49840; ADP-Glo luminescence, 60 min; inhibition, % at 10 µM;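 in the data active means inhibition above about 50%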;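 further: GST-tagged GSK-3 alpha with peptide substrate and 25 µM ATP; 0% = DMSO neutral wells and 100% = GW8510 positive control wells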
Target sequence (P49840 whole entry, looked up): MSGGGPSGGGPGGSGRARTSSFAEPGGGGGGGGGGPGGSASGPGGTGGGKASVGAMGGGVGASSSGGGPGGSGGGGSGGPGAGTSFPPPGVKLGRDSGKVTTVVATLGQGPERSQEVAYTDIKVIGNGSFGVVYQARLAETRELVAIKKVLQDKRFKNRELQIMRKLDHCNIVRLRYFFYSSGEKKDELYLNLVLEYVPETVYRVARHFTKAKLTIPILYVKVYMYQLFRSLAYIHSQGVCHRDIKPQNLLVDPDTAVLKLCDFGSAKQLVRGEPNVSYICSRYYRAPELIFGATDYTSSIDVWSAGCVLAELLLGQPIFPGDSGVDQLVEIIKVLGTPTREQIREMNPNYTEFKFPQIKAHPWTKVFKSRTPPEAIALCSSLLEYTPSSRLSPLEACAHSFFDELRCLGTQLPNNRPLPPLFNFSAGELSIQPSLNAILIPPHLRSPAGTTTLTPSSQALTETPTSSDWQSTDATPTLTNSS
KCNK3 block = human KCNK3 channel inhibition, primary screen | 340,000 tested, 0.84% active | B-score at 10 µM | CHO-KCNK3 thallium flux, FluxOR fluorescence; active compounds read low | AID 602410;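 active means B-score under library mean minus 4 SD, starting fluorescence ratio at most library mean plus 5 SD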;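 further: more negative B-score means stronger inhibition of thallium flux through KCNK3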
Dyrk1A ADPGlo = inhibitors of rat Dyrk1A kinase; ADP-Glo luminescence, NFATc1 peptide; inhibition, % at 12.5 µM; 310,000 tested, 0.43% active; AID 504441; in the data active means inhibition above about 50%;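 further: plate controls were vehicle with enzyme for no effect and no enzyme for full effect; many of its hits are not listed in these tables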
HDAC3 inhib = human HDAC3 inhibition; recombinant HDAC3, fluorogenic peptide/trypsin coupled, fluorescence; 320,000 tested, 0.15% active; AID 2718; inhibition, % at 8.3 µM; O15379; in the data active means inhibition above about 26%, passing the limit was not always enough; inconclusive means no clear call, values can overlap the other calls
Target sequence (O15379 whole entry, looked up): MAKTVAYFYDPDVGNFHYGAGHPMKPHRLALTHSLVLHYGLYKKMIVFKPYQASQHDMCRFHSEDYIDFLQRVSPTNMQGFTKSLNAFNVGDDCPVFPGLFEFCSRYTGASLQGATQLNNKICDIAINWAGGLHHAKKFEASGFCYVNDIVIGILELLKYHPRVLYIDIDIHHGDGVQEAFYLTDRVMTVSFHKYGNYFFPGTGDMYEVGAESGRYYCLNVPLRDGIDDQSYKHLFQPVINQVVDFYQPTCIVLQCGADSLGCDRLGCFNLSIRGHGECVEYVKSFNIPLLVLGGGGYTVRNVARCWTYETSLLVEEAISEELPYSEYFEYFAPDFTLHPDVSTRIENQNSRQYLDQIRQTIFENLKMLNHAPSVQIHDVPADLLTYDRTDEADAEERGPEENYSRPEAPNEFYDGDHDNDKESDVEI
Numbers without * were called inactive; i = inactive; ? = inconclusive.

structure,GSK3A inh,KCNK3 block,Dyrk1A ADPGlo,HDAC3 inhib
CCCc1cc(=O)[nH]c(SCC(=O)Nc2sc3c(c2C(N)=O)CCCC3)n1,28,i,-2,-4
COc1ccc(S(=O)(=O)N(C)C[C@H]2Oc3c(NC(=O)Nc4c(C)noc4C)cccc3C(=O)N([C@H](C)CO)C[C@@H]2C)cc1,-2,i,-9,-2
N#Cc1ccc(S(=O)(=O)N2CCC(C(=O)N3CCN(Cc4ccc5c(c4)OCO5)CC3)CC2)cc1,-1,i,-1,-2
CCC[C@@H]1CCCC/C=C\CCCC(=O)OCCN1C(=O)OC(C)(C)C,-5,i,-2,6
COc1ccc(C(=O)NCc2ccc(C)cc2)cc1S(=O)(=O)N1CCCC1,3,i,-5,0
Brc1ccc(-c2c(-c3ccsc3)sc3ccccc23)cn1,0,i,5,-9
Cc1ccccc1OCC(=O)OCC(=O)Nc1ccc2c(c1)OCO2,-3,i,-2,3
COc1ccc(CN(C(=O)c2cnccn2)C(C(=O)Nc2ccc(F)cc2)c2ccccc2)cc1 (configuration not stated),-2,i,-5,2
O=C(CCc1nc2ccccc2c(=O)[nH]1)NNC(=O)c1ccc(F)cc1,-20,i,0,-2
O=C(COC(=O)CN1C(=O)NC2(CCCC2)C1=O)NCc1ccc(Cl)cc1Cl,-2,i,2,-1
Cc1cnc(C(=O)OCC(=O)NC(C)c2ccccc2)cn1 (configuration not stated),2,i,-1,-4
CCN(C(=O)CSc1nc2ccccc2c(=O)n1-c1ccccc1F)C1CCS(=O)(=O)C1 (configuration not stated),-1,-11*,-2,0
CN(C(=O)c1ccc(NC(=O)Cc2ccc(NC(=O)C3CCCN(C(=O)C4CCCCC4)C3)cc2)cc1)C1CC1 (configuration not stated),-1,i,8,0
Cc1cc(C(=O)COc2ccccc2Cl)c(C)n1C1CC1,-7,i,-2,4
CCC(C(=O)OCC(=O)c1ccc(OC)cc1OC)c1ccccc1 (configuration not stated),-2,i,4,5
O=C(NCC(c1cccs1)N1CCOCC1)c1ccc(Cl)nc1 (configuration not stated),-4,i,0,2
Cc1occc1-c1nnc(SCC(=O)c2c[nH]c3ccccc23)n1C,-2,i,-5,3
Cc1cc(OCC(=O)OCC(=O)Nc2cc(S(=O)(=O)N3CCOCC3)ccc2Cl)ccc1Cl,0,i,-2,4
CC1(C)CC2CC(C)(CN2C(=O)COC(=O)c2ccccc2C(F)(F)F)C1 (configuration not stated),-5,i,-4,?
CCOc1ccc(NC(=O)COC(=O)c2n[nH]c3ccccc23)cc1,0,i,-3,6
NC(=O)C[C@H](NC(=O)c1ccc(Cl)cc1)C(=O)OCc1ccccc1,-4,i,-8,-5
COc1ccc(C(=O)N2CCNC(=O)C2)cc1S(=O)(=O)Nc1ccc(Br)cc1,-5,i,3,1
COc1ccc(/C=C/c2c(-c3ccc(OC)cc3)oc(=O)c3cc(OC)c(OC)cc23)cc1,0,i,6,-5
CCOC(=O)[C@H]1[C@H]2COc3ccccc3[C@@H]2N2C(=O)CN(Cc3ccc(C)cc3)C(=O)[C@@]12C,-1,i,-12,-7
O=C(COC(=O)c1cc(=O)c2ccccc2o1)Nc1ccccc1F,-1,i,-3,-5
COc1ccc(-c2c(-c3ccsc3)oc(=O)c3cc(OC)c(OC)cc23)cc1,-3,i,14,1
CCOc1ccc(S(=O)(=O)N2CCCCC2)cc1NC(=O)C1COc2ccccc2O1 (configuration not stated),-2,i,1,-6
CCN(CC)S(=O)(=O)c1ccc2oc(C(=O)NCc3ccc(F)cc3)c(C)c2c1,11,i,-4,4
O=C(NCc1cccc(Cl)c1)c1cccc(S(=O)(=O)N2CCCC2)c1,-7,i,-2,-4
CCOc1ccc(Br)cc1S(=O)(=O)Nc1cccc(S(=O)(=O)Nc2ccccc2C(=O)O)c1,-6,i,1,4

14 compounds from above, sorted by SMILES length, smallest number first:
structure,GSK3A inh,KCNK3 block,Dyrk1A ADPGlo,HDAC3 inhib
Cc1cc(C(=O)COc2ccccc2Cl)c(C)n1C1CC1,-7,i,-2,4
O=C(NCC(c1cccs1)N1CCOCC1)c1ccc(Cl)nc1 (configuration not stated),-4,i,0,2
O=C(COC(=O)c1cc(=O)c2ccccc2o1)Nc1ccccc1F,-1,i,-3,-5
Cc1occc1-c1nnc(SCC(=O)c2c[nH]c3ccccc23)n1C,-2,i,-5,3
O=C(NCc1cccc(Cl)c1)c1cccc(S(=O)(=O)N2CCCC2)c1,-7,i,-2,-4
NC(=O)C[C@H](NC(=O)c1ccc(Cl)cc1)C(=O)OCc1ccccc1,-4,i,-8,-5
CC1(C)CC2CC(C)(CN2C(=O)COC(=O)c2ccccc2C(F)(F)F)C1 (configuration not stated),-5,i,-4,?
CCOc1ccc(S(=O)(=O)N2CCCCC2)cc1NC(=O)C1COc2ccccc2O1 (configuration not stated),-2,i,1,-6
COc1ccc(C(=O)N2CCNC(=O)C2)cc1S(=O)(=O)Nc1ccc(Br)cc1,-5,i,3,1
CCN(CC)S(=O)(=O)c1ccc2oc(C(=O)NCc3ccc(F)cc3)c(C)c2c1,11,i,-4,4
Cc1cc(OCC(=O)OCC(=O)Nc2cc(S(=O)(=O)N3CCOCC3)ccc2Cl)ccc1Cl,0,i,-2,4
COc1ccc(/C=C/c2c(-c3ccc(OC)cc3)oc(=O)c3cc(OC)c(OC)cc23)cc1,0,i,6,-5
CCOc1ccc(Br)cc1S(=O)(=O)Nc1cccc(S(=O)(=O)Nc2ccccc2C(=O)O)c1,-6,i,1,4
CCOC(=O)[C@H]1[C@H]2COc3ccccc3[C@@H]2N2C(=O)CN(Cc3ccc(C)cc3)C(=O)[C@@]12C,-1,i,-12,-7

Continued:
structure,GSK3A inh,KCNK3 block,Dyrk1A ADPGlo,HDAC3 inhib
COc1ccc(C)cc1NC(=O)CN1CCN(c2ccccc2F)CC1,-1,i,-3,-3
Cc1cc(C)cc(OCC(=O)N(Cc2ccco2)c2c(N)n(Cc3ccccc3)c(=O)[nH]c2=O)c1,3,i,-2,6
O=C(COC(=O)c1ccc([N+](=O)[O-])cc1)NC12CC3CC(CC(C3)C1)C2,0,i,-6,-2
O=c1oc(CCCO)cc2ccc(/C=C/c3cccc([N+](=O)[O-])c3)cc12,-1,i,2,6
COc1ccc([C@H]2CC(=O)C=C(c3cccc(Cl)c3)C2)cc1OC,-3,i,1,1
COC(=O)[C@H](CCSC)NC(=O)Cn1cnc2c(OCc3ccccc3)ncnc21,-4,i,0,-2
O=C(NCc1ccc2c(c1)OCO2)c1cc(-c2ccccc2)on1,-1,i,2,6
Cc1ccc(C)c(S(=O)(=O)N(C)Cc2cccs2)c1,0,i,-5,1
CCN(CC(=O)Nc1ccc(NC(C)=O)cc1)C(=O)CN1C(=O)C2CCCCC2C1=O (configuration not stated),-9,i,0,-4
CC(=O)C[C@H](O)CC(=O)[C@@H]1OC(=O)CCCCC/C=C/Cc2ccccc21,0,i,-2,-1
Cc1c(C(=O)O)oc2ccc(S(=O)(=O)N(CC(C)C)CC(C)C)cc12,-10,i,-5,-1
Cc1cccc(C)c1NC(=O)COC(=O)C1CC1,-1,i,-5,-2
COc1cc(OC)cc(C(=O)NC(C(=O)NCCc2ccccn2)C(C)C)c1 (configuration not stated),-2,i,0,-5
COCCn1c(Cc2ccccc2)nnc1SC(C)C(=O)NC1CC1 (configuration not stated),-1,i,3,1
CCc1cc2c(SCC(=O)NC3CC3)ncnc2s1,-3,i,12,4
Cc1ccc(NC(=O)Cc2ccsc2)cc1S(=O)(=O)N1CCOCC1,1,i,-2,-3
Cc1ccc(NC(=O)c2ccc3c(=O)n4c(nc3c2)CCC4)cc1F,0,i,7,-10
CC[N+](CC)(CC)CCC(O)(c1ccccc1)C1CCCCC1 (configuration not stated),-1,i,10,-1
COc1ccccc1NS(=O)(=O)c1ccc(/C=C/C(=O)N2CCN(C(C)=O)CC2)cc1,1,i,-6,9
Cc1cc(C(=O)C(C)OC(=O)c2ccc(NC(=O)CC#N)cc2)c(C)n1-c1ccc(OC(F)F)cc1 (configuration not stated),-2,i,1,6
C=CCNC(=O)c1c(CS(=O)(=O)c2ccccc2)noc1C(=O)NCc1ccccc1,2,i,-2,4
Cn1c(N)c(C(=O)COC(=O)c2ccc(-c3ccccc3)cc2)c(=O)n(C)c1=O,-3,i,-5,17
CC(C)(C)c1ccc(-c2nnc3sc(-c4ccncc4)nn23)cc1,-1,i,-6,6
CCOC(=O)c1c(C)c2c(n1C)CCC/C2=N\O,-2,i,11,1
COc1ccc2c(c1)[C@H]1[C@H](CO2)[C@H](c2ccccc2)[C@]2(C)C(=O)Nc3ccc(C)cc3C(=O)N12,-1,i,1,6
COc1cc(OC)cc(-c2c(-c3cccs3)c3cc(-c4ccc(OC)c(OC)c4)ccc3n2C)c1,0,i,4,2
CC(=O)N1CCN(c2ccc(NCc3cccs3)cc2)CC1,1,i,-4,-1
CCOC(=O)c1nnc2cc(-c3ccccc3)nn2c1C,-2,i,-4,-3
CCCN(Cc1ccc(C)cc1)C(=O)c1ccc(CNS(=O)(=O)c2ccc(C(C)=O)cc2)cc1,-1,i,8,13
COc1ccc(CC(=O)OCC(=O)NC(=O)Nc2ccccc2F)cc1,-1,i,-6,-1
CC(NC(=O)COC(=O)C12CC3CC(CC(Br)(C3)C1)C2)c1ccccc1 (configuration not stated),-2,i,1,-1
CCOc1ccc(C(=O)OCC(=O)Nc2cccc(S(=O)(=O)N3CCCC3)c2)cc1,-5,i,-5,-6
C[C@@H]1CN([C@H](C)CO)C(=O)c2cc(NC(=O)NC3CCCCC3)ccc2O[C@H]1CN(C)S(C)(=O)=O,1,i,-3,-4
O=C(C1CCCN(S(=O)(=O)c2cccc3nsnc23)C1)N1CC=C(c2ccccc2)CC1 (configuration not stated),-3,-15*,-3,4
CCc1noc(C)c1C(=O)NNC(=O)COc1ccccc1C,-3,i,-1,-4
COc1ccccc1S(=O)(=O)Nc1cccc(S(=O)(=O)N2CCCC2)c1,-1,i,-4,6
CCC(C)c1ccccc1NC(=O)CN(CC)CC(=O)Nc1ccc2c(c1)OCCO2 (configuration not stated),-1,i,2,6
Cc1ccnn1-c1ccc(C(=O)NCc2ccccc2CN2CCOCC2)cc1,-1,i,-3,-3
O=C(O)c1cccc2c1C(=O)c1ccc(-c3ccc(F)cc3F)cc1S2(=O)=O,0,i,3,10
CCCN(CC(=O)Nc1ccccc1OC)C(=O)CC1CCCC1,-3,i,-3,-3
O=C(OCC(=O)N1CCOCC1)c1cc(-c2ccccc2)nc2ccccc12,-1,i,12,0
CCN(Cc1ccccc1)C(=O)COC(=O)[C@@H]1CCCN1C(=O)c1cccs1,2,i,-2,5
O=C(COC(=O)c1ccc(Cl)nc1)NC1CCCCCC1,0,i,0,-7
C[C@@H](NC(=O)c1[nH]cnc1C(=O)Nc1cccc(Cl)c1)c1ccccc1,-3,i,7,1
CCN(C[C@H]1N[C@@](Cc2ccccc2)(C(=O)OC)[C@H]2C(=O)N(C)C(=O)[C@@H]12)S(=O)(=O)c1ccc(C(F)(F)F)cc1,-1,i,-1,9
O=C(COC(=O)CCC(=O)c1ccc(F)cc1)NCc1ccc(Cl)cc1,2,i,-2,1
COc1ccc2sc(-c3ccccc3OC)c(-c3ccc(OC)c(F)c3)c2c1,-1,i,2,-6
COc1ccc(CNC(=O)COC(=O)c2ccc(OCC3CCCO3)cc2)cc1 (configuration not stated),-4,i,-3,6
CCOC(=O)[C@H]1[C@H]2COc3cc(OC)ccc3[C@@H]2N2C(=O)CN(Cc3ccc(OC)cc3)C(=O)[C@@]12C,0,i,17,0
C=CCn1c(=O)c2c3c(sc2n2c(Nc4ccc(OC)cc4)nnc12)CCCC3,1,i,1,10
C[C@H](CO)N1C[C@H](C)[C@@H](CN(C)S(=O)(=O)c2ccc(F)cc2)Oc2ccc(NC(=O)CCC(F)(F)F)cc2C1=O,1,i,4,9
COc1cc(/C=C/C(=O)OCC(=O)N2CCCC2)cc(OC)c1OC,-3,i,-3,-3
O=C(c1n[nH]c(=O)c2ccccc12)N1CCN(S(=O)(=O)c2ccccc2Cl)CC1,11,i,2,-1
Cc1noc(C)c1NC(=O)Nc1cccc2c1O[C@@H](CN(C)C(=O)Nc1ccc3c(c1)OCO3)[C@@H](C)CN([C@H](C)CO)C2=O,-3,i,-1,-1
CN(C)C(CNC(=O)c1ccc(Cl)c(S(=O)(=O)N2CCCCCC2)c1)c1ccccc1 (configuration not stated),24,i,6,5
CCCOc1ccc(C(=O)Nc2cc(S(=O)(=O)N3CCOCC3)ccc2N2CCOCC2)cc1,-2,i,3,4
O=C(NCc1ccc(F)cc1)c1cccc2c1C(=O)c1ccc(N3CCC(Cc4ccccc4)CC3)cc1S2(=O)=O,-1,i,3,-3
CC1CC(C)CN(C(=O)COC(=O)c2ccc3ncsc3c2)C1 (configuration not stated),-1,i,8,8

Screening data deposited in PubChem BioAssay by several laboratories.

A portion of the library. The share of hits here may be higher or lower than overall.
